Source: PubChem BioAssay (several laboratories)
Yfh1-depleted yeast: mitochondrial function rescue without frataxin homolog – Friedreich's ataxia, plus single-dose screen, dose response (AID 1465); 220,000 tested, 0.074% active; fold induction at 50 µM, or EC50 in µM where a hit was titrated; S. cerevisiae Yfh1-off respiration, WST-1 reduction, 72 h; higher fold induction means a stronger effect;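 active = fold induction of absorbance versus untreated yeast above a set limit, then at least 30% activation at any dose in follow-up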;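 note: activators that raise dye reduction in frataxin-depleted yeast; strong numbers were not always called active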
NOD1 inhibition: NOD1 signaling inhibitors, primary screen, cell-based, luminescence, uHTS (AID 1578); NOD1-driven NF-kB luciferase reporter cells, luminescence; higher % means a stronger effect; one-dose inhibition, % at 4 µM; EC50 in µM for titrated hits; 290,000 tested, 1% active; in the data active = inhibition mostly above about 36%, no sharp cut-off; inactive = mostly below about 34%;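 note: HEK-293T reporter cells stimulated with the NOD1 agonist gamma-tri-DAP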
MT stabilizer: stabilizes microtubules in HeLa cells. 200,000 tested, 0.83% active. % tubulin-high responders, % at 10 µM. AID 2205. HeLa tubulin immunostaining HCS, 24 h; share of cells brighter than vehicle mean+2SD;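 active = plate Z-score above 3 for both tubulin-high and condensed-nucleus cell shares, with cell loss under 80%, at 10 µM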;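 note: anti alpha tubulin signal scored within the nucleus-defined area of each cell; some results filed as inactive read as strong as hits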
Ins promoter up: MIN6 insulin promoter up-regulation; MIN6 insulin promoter-GFP reporter, high-content imaging; active compounds read high; 190,000 tested, 0.3% active; z-score at 5 µM;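 active = z-score above 3 at 5 µM with at least 500 cells counted in the well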
HEK293 NOD2/NF-kB: inhibition of NOD2-driven NF-kB reporter – cell-based, luminescence, uHTS, HEK293 (AID 1566) | HEK293 NOD2/NF-kB luciferase reporter, luminescence; higher % means a stronger effect | one-dose inhibition, % at 4 µM; EC50 in µM for titrated hits | 290,000 tested, 0.63% active; in the data active = inhibition above about 50%; note: many of its hits are not listed in these tables
Autophagy HCS: autophagy modulation, high-content screen. 190,000 tested, 0.98% active. AID 463193. MEF GFP-LC3 puncta imaging; test concentration mostly 10 µM. calls only at 10 µM (by protocol);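 active = percentage of spot-positive cells more than 3 SD above its plate mean, without a fluorescence outlier flag or 80% toxicity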;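 note: spot-positive cell cutoff set from DMSO-treated cells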
Dynein cargo inh: blocks dynein driven cargo transport along microtubules; 3617.4 mouse cells, GR-EGFP nuclear translocation imaging; test concentration mostly 20 µM; stimulated with dexamethasone, 1 µM; active compounds read low; z-score, hits read low; 220,000 tested, 0.47% active;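 active = plate z-score of nuclear minus cytoplasmic receptor signal below a set negative limit, without overly bright fluorescence or cell loss, cut at about -3.5 in these data, passing the limit was not always enough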;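 note: z-score of nuclear minus cytoplasmic ring GR-EGFP intensity difference per well; some compounds called inactive have numbers as strong as hits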
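Buffer or medium: tetracycline-free induction medium containing charcoal-stripped FBS / Reagent: dexamethasone agonist, 1.0 µM final, for 30 min / Technique: automated 10x imaging of fixed Hoechst-stained cells / Times: induction 48 h, compound 1 h, agonist 30 min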
P. falciparum M17LAP: P. falciparum M17LAP inhibitors, primary screen, biochemical, fluorogenic H-Leu-NHMec substrate, 1536-well (AID 1619); recombinant M17LAP, H-Leu-NHMec fluorogenic kinetic assay; higher % means a stronger effect; one-dose inhibition, % at 30 µM; IC50 in µM for titrated hits; 220,000 tested, 0.38% active;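 active = compound inhibiting the enzyme by more than half at any dose during confirmatory dose-response retesting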;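 note: plate controls were full reaction with DMSO carrier for no effect and no enzyme background for full effect; strong numbers were not always called active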
bCat nuc transl: modulators of beta-catenin nuclear translocation. HeLa beta-catenin nuclear translocation, immunofluorescence imaging. nuclear translocation activity, % at 5 µM. 190,000 tested, 0.3% active;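 active = nuclear translocation activity above 50% at 5 µM, with a well cell count of 50 or more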;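 note: per-cell ratio of nuclear to cytoplasmic median beta-catenin stain intensity; plate controls were DMSO negative control for no effect and GSK-3 inhibitor IX positive control for full effect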
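test system = HeLa cells, endogenous beta-catenin | dosing = single 5 µM dose plus 0.02–20 µM confirmation series | times = compound treatment 24 h, 37°C, 5% CO2 | technique = beta-catenin immunofluorescence imaging with DAPI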
Dynein cargo inh cytoplasmic EGFP: also measured in Dynein cargo inh; calls as there; z-score; measured here: cytoplasmic GR-EGFP intensity; active compounds read high
Dynein cargo inh nuclear GR-EGFP: recorded beside Dynein cargo inh, whose call it bears; z-score; measured here: nuclear GR-EGFP intensity;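 lower value marks the stronger effect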
Dynein cargo inh cell count: recorded beside Dynein cargo inh, whose call it bears; z-score; measured here: cell count per field
Ins promoter up cell count: also measured in Ins promoter up; calls as there; cell count; measured here: cytotoxicity, nuclei count;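 total cells summed across four imaged fields per well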
bCat nuc transl cell count 5 µM: further read-out of bCat nuc transl, marked with its call; cell count; measured here: cell count, cytotoxicity flag
MT stabilizer Hoechst-high %: also measured in MT stabilizer; calls as there; % Hoechst-high responders; measured here: nuclear condensation Hoechst responders;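 share of cells brighter than vehicle mean plus two SD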
MT stabilizer cytotoxicity %: second read-out of MT stabilizer, no call of its own (marks repeat the call); toxicity, %; measured here: cytotoxicity by cell density;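 0% = mean cell density of plate MIN control wells and 100% = no cells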
Autophagy HCS cell loss 18 h: recorded beside Autophagy HCS, whose call it bears; toxicity, %; measured here: cell loss, nuclei count;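 cell loss after 18 h compound exposure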
* marks the source's active call; other numbers are inactive results; i = inactive; x = no result given.

Values run as follows: Dynein cargo inh cell count	MT stabilizer cytotoxicity %	bCat nuc transl cell count 5 µM	MT stabilizer Hoechst-high %	NOD1 inhibition	MT stabilizer	Dynein cargo inh	Ins promoter up	Dynein cargo inh cytoplasmic EGFP	bCat nuc transl	P. falciparum M17LAP	Autophagy HCS cell loss 18 h	HEK293 NOD2/NF-kB	Yfh1-depleted yeast	Ins promoter up cell count	Dynein cargo inh nuclear GR-EGFP	Autophagy HCS
- O=C(NCCN1CCOCC1)c1cn(CCc2ccccc2)nn1
 : -0.29	13	1090	1.5	-4%	7.7	0.45	0.38	-0.33	-0.1	6%	2	-2%	i	1483	0.54	i
- COc1ccc(-n2ncc3c(N4CCC(C(N)=O)CC4)ncnc32)cc1
 : 0.14	15	1299	3.6	-30%	3.6	0.11	x	-0.32	-4.9	-2%	2	-46%	i	x	0.0093	i
- O=C(Nc1ccc(N2CCN(C(=O)c3ccco3)CC2)cc1)C(c1ccccc1)c1ccccc1
 : -0.65	7.5	1204	0.9	-36%	1.7	-0.24	-0.43	0.52	0.4	6%	-7	-2%	i	738	0.14	i
- O=C(O)c1c2c(nc3ccc(F)cc13)CCC2
 : 1.8	3.6	506	1.6	-21%	2.9	-1.6	x	-0.2	-1.9	-6%	0	11%	i	x	-1	i
- CCC(=O)NS(=O)(=O)c1cccnc1Nc1ccccc1Cl
 : 1	4.8	1094	1.1	4%	1.5	-0.66	0.06	-0.27	0.7	-3%	6	5%	x	922	-0.32	i
- CC(C)COCc1ccc(O)c2ncccc12
 : -0.31	0.2	938	1.9	-14%	3.8	0.14	-2.3	-0.23	-0.3	10%	2	15%	i	1263	0.37	i
- O=[N+]([O-])c1ccccc1S(=O)(=O)n1cnc2ccccc21
 : -1.4	4.0	1488	1.9	-30%	2.5	0.7	x	0.086	2.3	-5%	-1	-5%	i	x	0.36	i
- CSc1nnc(C(C)(C)C)c(=O)n1/N=C/c1ccc(C(C)C)cc1
 : 0.52	x	1373	x	-1%	x	-0.072	-0.12	-0.22	0.0	-3%	x	5%	i	1082	-0.066	x
- COC(=O)C1C(O)=C(C=NC2CCCCC2)C(=O)CC1(C)C (stereo not given)
 : 0.56	8.0	1053	5.9	-22%	5.5	-0.62	1.2	-0.33	-0.1	16%	5	12%	i	1256	-0.31	i
- CCn1c(NC(=O)c2cccc(Cn3cc(Cl)cn3)c2)nc2ccccc21
 : -1.8	6.8	1247	1.6	-6%	5.6	2.5	-0.37	0.12	-1.7	-4%	x	16%	i	1180	2	x
- CCOC(=O)c1c(NC(=O)CSc2nnnn2-c2ccc(OC)cc2)sc(C)c1C
 : -1	4.5	1001	2.4	-33%	1.4	1.8	-0.66	-0.22	1.0	7%	1	6%	i	916	0.71	i
- CCN(CC)C(=S)SCC(=O)Nc1cccc(C(F)(F)F)c1
 : -0.29	9.0	x	1.6	x	1.4	0.86	x	-0.21	x	x	15	x	i	x	1.1	i
- O=C(O)c1ccccc1-c1ccccc1C(=O)NCc1cccnc1
 : 1.3	8.5	961	1.7	-34%	2.9	-0.84	0.29	-0.33	0.0	1%	1	12%	i	1422	-0.13	i
- COc1ccc(S(=O)(=O)N2CCCCCC2)cc1NC(=O)Cc1cc(OC)c(OC)c(OC)c1
 : 0.73	8.0	1013	3.5	-5%	2.6	-0.57	-0.1	-0.29	0.8	-5%	-3	10%	i	1421	-0.68	i
- C=CCN1N=C(c2ccc(Cl)s2)CSC1=O
 : 0.089	6.9	921	1.4	-2%	1.6	0.34	0.53	-0.14	-0.6	3%	34	-2%	i	1489	0.47	i
- CC(C)CN(C(=O)CN1CCCCCC1)c1c(N)n(CC(C)C)c(=O)[nH]c1=O
 : -0.7	11	1074	1.7	34%	4.5	0.16	0.79	-0.22	-1.6	0%	0	-23%	i	1061	0.26	i
- CCCNc1nc(N2CCOCC2)nc(N2CCOCC2)n1
 : -0.063	24	x	0.3	-6%	1.2	-0.34	0.13	-0.22	x	-9%	-3	4%	i	1267	0.32	i
- O=C(CSCc1ccco1)c1cccs1
 : -1.5	2.5	1215	1.9	-17%	1.8	0.65	0.71	-0.016	-1.6	10%	19	-42%	i	1018	1	i
- CC1CCCN(c2ccc(C(=O)NCCc3ccccc3)cn2)C1 (stereo not given)
 : -1.5	12	x	3.4	-41%	5.7	0.62	x	0.021	x	1%	-7	-106%	i	x	1	i
- COc1cccc2[nH]c3c(N4CCCC(C)C4)ncnc3c12 (stereo not given)
 : 0.49	1.9	954	1.5	-26%	3.5	0.12	-0.66	-0.12	-3.6	-5%	7	-27%	i	1045	0.26	i
- CCCCn1nnnc1NCc1cc(Cl)c(OC)c(OC)c1
 : 0.17	8.8	1507	1.5	-14%	2.2	0.46	0.2	-0.22	0.0	-4%	-25	8%	i	1453	0.42	i
- CCOC(=O)CC(=O)CSc1[nH]c(=O)cc(C)c1C#N
 : 0.092	3.7	976	0.6	5%	0.9	0.55	-0.57	-0.14	-0.1	19%	1	-2%	i	1730	0.48	i
- Cc1ccc2[nH]c(=O)c(CN(CCCO)S(=O)(=O)c3cccc4nsnc34)cc2c1
 : 0.57	6.7	948	0.9	10%	1.9	-0.25	-0.1	-0.24	-2.1	12%	9	12%	i	1187	-0.012	i
- CCOC(=O)c1cnc2nc[nH]n2c1=O
 : -1.6	13	561	2.1	59%	4.3	2.5	0.8	-0.11	0.5	-5%	9	12%	x	1008	2.5	i
- CCc1ccccc1NC(=O)C(C#N)Cc1cccnc1 (stereo not given)
 : -0.31	5.4	1190	2.3	-10%	2.7	0.22	0.34	-0.24	-0.9	-2%	-3	9%	i	1181	0.18	i
- Cc1nn(-c2nc(-c3ccco3)cc(C(F)(F)F)n2)c(C)c1Cl
 : 0.34	8.3	1242	1.8	2%	1.3	0.3	x	-0.09	-3.2	-2%	4	-7%	i	x	0.3	i
- O=C(CSc1nnnn1-c1ccccc1)NCc1cccs1
 : -0.27	2.7	1336	1.6	-2%	3.2	0.87	0.29	-0.23	-1.0	-137%	2	7%	i	1582	-0.68	i
- Cn1ncc(Br)c1C(=O)N1CCc2ccccc21
 : -1.5	13	516	4.3	-23%	2.1	1.7	-0.1	-0.083	-1.5	6%	12	-8%	i	1217	2	i
- CCOc1cc(/C=C2/NC(=O)N(CC(=O)Nc3cccc(C)c3)C2=O)ccc1OCC(N)=O
 : -0.42	4.8	1514	1.8	-27%	1.9	0.22	0.38	0.38	-0.2	7%	6	1%	i	1416	0.9	i
- COc1ccc(-c2cc(C(=O)O)[nH]n2)cc1OC
 : 2	8.9	1150	2.6	-17%	2.7	-0.12	-1.1	-0.28	1.2	9%	-6	-4%	i	1158	-0.1	i
- CC(C)(C)NC(=O)C12CC3CC(CC(Cl)(C3)C1)C2
 : 1.1	6.4	1123	2.1	-14%	5.4	-1.1	-0.63	-0.28	0.0	5%	8	0%	i	1201	-0.68	i
- CCCCC1=CC2=C(c3ccco3)C(=O)C(C)(OC(=O)c3ccc(OC)cc3)C(=O)C2=CN1CCOC (stereo not given)
 : -0.58	x	1089	x	2%	x	-0.37	-0.4	-0.66	-0.5	-1%	x	11%	i	1022	-0.12	x
- O=S1(=O)C=CC(Nc2ccccc2)C1 (stereo not given)
 : -0.089	8.2	1390	1.7	9%	3.3	-0.35	0.16	-0.21	0.0	-12%	6	12%	i	1503	-0.8	i
- Cc1ccc2[nH]c(=O)cc(C(=O)OCC(=O)c3ccc(F)cc3)c2c1
 : -0.91	8.7	963	2.2	-44%	4.0	0.43	0.57	-0.19	-4.0	3%	42	2%	i	1635	0.66	i
- CCn1ncc(-c2csc(N)n2)c1C
 : -0.71	7.5	1079	2.1	-55%	2.8	-0.14	0.46	-0.12	-2.1	-4%	-8	-9%	i	1292	0.077	i
- Cc1ccsc1C(=O)OCC(=O)Nc1sccc1C(N)=O
 : -0.58	11	1412	3.2	21%	4.2	-0.19	-0.43	-0.26	-1.5	-6%	-11	-45%	i	1375	-0.14	i
- CC(NC(=O)OCc1ccccc1)C(=O)NCC1CCCO1 (stereo not given)
 : 0.49	6.1	1383	1.5	0%	1.4	-0.51	0.24	-0.11	-1.0	2%	-4	-3%	i	1302	-0.15	i
- CCN(CC)S(=O)(=O)c1ccc2c(c1)[nH]c(=S)n2CC
 : 0.7	4.4	990	2.9	-41%	2.3	-1.6	-0.3	-0.19	0.2	59%	1	1%	i	1288	-1.2	i
- N/C(=N\OC(=O)/C=C/c1ccccc1)c1ccc(Br)cc1
 : 0.24	3.5	1019	2.0	-31%	1.1	0.68	0.13	-0.0083	-3.1	0%	14	-31%	i	1502	0.34	i

Of the compounds above, 2 have a cyano group.
Values run as follows: Dynein cargo inh cell count	MT stabilizer cytotoxicity %	bCat nuc transl cell count 5 µM	MT stabilizer Hoechst-high %	NOD1 inhibition	MT stabilizer	Dynein cargo inh	Ins promoter up	Dynein cargo inh cytoplasmic EGFP	bCat nuc transl	P. falciparum M17LAP	Autophagy HCS cell loss 18 h	HEK293 NOD2/NF-kB	Yfh1-depleted yeast	Ins promoter up cell count	Dynein cargo inh nuclear GR-EGFP	Autophagy HCS
- CCOC(=O)CC(=O)CSc1[nH]c(=O)cc(C)c1C#N
 : 0.092	3.7	976	0.6	5%	0.9	0.55	-0.57	-0.14	-0.1	19%	1	-2%	i	1730	0.48	i
- CCc1ccccc1NC(=O)C(C#N)Cc1cccnc1 (stereo not given)
 : -0.31	5.4	1190	2.3	-10%	2.7	0.22	0.34	-0.24	-0.9	-2%	-3	9%	i	1181	0.18	i

Some of the compounds tested; the hit share may differ from the screen's.
